# FBW7 act: FBW7 E3 ligase activators, primary screen, biochemical, AlphaScreen, human | 650,000 compounds, 0.13% hits | F-box/WD repeat-containing protein 7 (Homo sapiens), Q969H0 | normalized activity (activation), % at 26.1 µM | AID 1259310, 2017 | AlphaScreen FBW7–phospho-cyclin E peptide binding, activator screen; in the data active means normalized activity above about 1.9%;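 further: purified mutant Fbw7 with reduced substrate affinity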
# TEAD-YAP inh: TEAD-YAP interaction inhibition, primary screen, TEAD-YAP interaction inhibitor project, luminescence, HEK-TIYL cells. 640,000 compounds, 1.4% hits. inhibition, % at 9.12 µM. TEAD-Gal4/YAP UAS-luciferase luminescence; in the data active means inhibition above about 32%;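 further: 0% = median of test compound wells and 100% = reference inhibitor wells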
# GPR151 activ: activators of human GPR151, primary screen, cell-based, PathHunter beta-arrestin, luminescence. G-protein coupled receptor 151 (Homo sapiens), Q8TDV0. PathHunter beta-arrestin GPR151 cells. activation, % at 11.2 µM. 650,000 compounds, 1% hits; in the data active means activation above about 4.9%;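 further: 0% = median of compound wells and 100% = cells with positive control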
# Target sequence (Q8TDV0 whole entry, looked up): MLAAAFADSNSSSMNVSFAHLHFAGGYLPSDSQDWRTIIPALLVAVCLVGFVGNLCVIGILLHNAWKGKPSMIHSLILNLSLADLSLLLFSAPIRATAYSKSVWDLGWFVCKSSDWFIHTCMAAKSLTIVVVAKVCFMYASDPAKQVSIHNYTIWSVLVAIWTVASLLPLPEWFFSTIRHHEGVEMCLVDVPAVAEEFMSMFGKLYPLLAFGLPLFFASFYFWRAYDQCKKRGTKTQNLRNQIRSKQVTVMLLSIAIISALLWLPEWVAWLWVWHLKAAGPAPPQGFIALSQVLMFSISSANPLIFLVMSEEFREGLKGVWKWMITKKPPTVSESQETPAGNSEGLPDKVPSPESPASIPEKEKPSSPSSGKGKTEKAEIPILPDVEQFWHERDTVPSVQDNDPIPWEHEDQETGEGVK
# MITF primary: MITF inhibitors, primary screen, biochemical, AlphaScreen, human; AID 1259374, 2018; 650,000 compounds, 0.91% hits; AlphaScreen MITF homodimerization, bead proximity signal; inhibition, % at 2.6 µM; Microphthalmia-associated transcription factor (Homo sapiens), O75030; in the data active means inhibition above about 50%;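 further: 0% = vehicle wells with protein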
# Target sequence (O75030 whole entry, looked up): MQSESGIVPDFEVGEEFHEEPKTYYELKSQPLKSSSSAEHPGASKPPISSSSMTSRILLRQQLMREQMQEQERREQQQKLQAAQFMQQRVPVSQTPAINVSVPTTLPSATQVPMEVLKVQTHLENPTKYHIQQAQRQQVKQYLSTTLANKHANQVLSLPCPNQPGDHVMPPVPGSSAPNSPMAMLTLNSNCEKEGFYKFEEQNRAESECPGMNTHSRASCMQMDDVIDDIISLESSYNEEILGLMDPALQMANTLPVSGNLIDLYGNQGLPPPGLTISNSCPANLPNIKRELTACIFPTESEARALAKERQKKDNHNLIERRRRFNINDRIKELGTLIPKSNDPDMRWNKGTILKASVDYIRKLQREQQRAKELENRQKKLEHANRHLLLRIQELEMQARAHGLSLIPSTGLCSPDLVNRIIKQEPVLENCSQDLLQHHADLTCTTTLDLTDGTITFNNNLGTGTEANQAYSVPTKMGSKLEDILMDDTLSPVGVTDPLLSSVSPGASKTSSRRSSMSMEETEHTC
# The depositor's hits bear a star; . = not tested or not shown; & = joins results of further samples.
SMILES,FBW7 act,TEAD-YAP inh,GPR151 activ,MITF primary
COc1ccc(-c2noc(N(C)CC(=O)Nc3cccc(C(F)(F)F)c3)n2)cc1,0.0,-9.5,1.5,1.4
Cc1cc2nc(-c3cc([N+](=O)[O-])ccc3N)c(=O)[nH]c2cc1C,-0.1,-18.6,-0.5,8.2
CCCCCC1C(O)CCC1CC(=O)NN (stereo not given),0.1,7.7,1.6,-3.0
COc1cc(C2C(C(=O)Nc3cccc(F)c3)=C(C)NC3=C2C(=O)CC(C)(C)C3)cc(OC)c1OC (stereo not given),0.1,-1.9,4.2,-0.9
O=C(C1CN(Cc2ccc3c(c2)OCO3)CCN1C(=O)C1CC1)N1CCOCC1 (stereo not given),0.0,-1.4,-0.9,3.6
CC(C)(C)C1=NN(CC(=O)N2CCSCC2)C(=O)c2cc3ccccc3n2C1,0.0,8.7,0.6,16.5
COc1ccc(-c2cn3c(NC(=O)c4ccncc4)c(C)nc3cn2)cc1,-0.1,-9.1,-0.4,0.0
Cc1ccc(-n2cc(-c3ccccc3)c3c(N4CCC(C(N)=O)CC4)ncnc32)cc1Cl,0.0,-7.0,1.1,0.8
CC1Oc2ccccc2C=C1/C=C1/SC(N2CCOCC2)=NC1=O (stereo not given),-0.1,-57.9,1.1,6.6
O/N=C/c1cc(C(F)(F)F)cc(C(F)(F)F)c1,0.1,-0.3,0.0,2.2
CC(=O)C(C)n1c(CN2CCN(C)CC2)nc2c1c(=O)n(C)c(=O)n2C (stereo not given),-0.1,-8.3,0.6,-13.0
COC(=O)COc1ccc(/C=C(/C#N)c2nc3ccc(OC)cc3[nH]2)cc1Br,0.1,-37.6,0.2,-7.9
Cc1ccc(C(NC(=O)Cc2ccccc2)c2ccc3cccnc3c2O)cc1 (stereo not given),-0.4,82.5*,0.5,3.3
CC(C)Oc1ccc(C(CC(=O)O)NC(=O)COc2ccc(Cl)cc2)cc1 (stereo not given),0.2,5.2,-0.9,12.6
COC(=O)CNC(=O)c1sc2ncnc(N3CCN(c4ccccc4OC)CC3)c2c1C,0.0,6.3,0.4,-7.5
Cc1nc2scc(-c3ccc(C(C)C)cc3)c2c(=O)n1/N=C/N(C)C,0.1,-1.1,0.1,15.7
N#Cc1ccc(C(=O)Nc2ccccc2Cl)c(F)c1,0.0,-13.1,-0.9,-0.5
CCc1ccc(C(=O)Nc2ccc(Br)cc2)cc1,0.0,-66.6,0.5,7.7
CCN(C(=O)c1sc2nc(C)cc(C)c2c1N)c1ccccc1,0.0,-0.3,2.2,-15.7
O=C(c1cccnc1N1CCC(Cc2ccccc2)CC1)N1CCCCC1,0.1,12.8,0.3,11.1

# Overlap with the part before: 6 entries; new compounds follow.
SMILES,FBW7 act,TEAD-YAP inh,GPR151 activ,MITF primary
COC(=O)CNC(=O)c1sc2ncnc(N3CCN(c4ccccc4OC)CC3)c2c1C,0.0,6.3,0.4,-7.5
Cc1nc2scc(-c3ccc(C(C)C)cc3)c2c(=O)n1/N=C/N(C)C,0.1,-1.1,0.1,15.7
N#Cc1ccc(C(=O)Nc2ccccc2Cl)c(F)c1,0.0,-13.1,-0.9,-0.5
CCc1ccc(C(=O)Nc2ccc(Br)cc2)cc1,0.0,-66.6,0.5,7.7
CCN(C(=O)c1sc2nc(C)cc(C)c2c1N)c1ccccc1,0.0,-0.3,2.2,-15.7
O=C(c1cccnc1N1CCC(Cc2ccccc2)CC1)N1CCCCC1,0.1,12.8,0.3,11.1
CCn1nnnc1SCC(=O)Nc1cc(OC)cc(OC)c1,-0.1,1.6,1.0,-4.5
CC(=O)N1C(=O)CCN1c1ccccc1,0.6,1.7,-0.6,13.1
CCOC(=O)C1=C(C)N=c2s/c(=C\c3ccc(OC)cc3)c(=O)n2C1c1cc(OC)ccc1OC (stereo not given),0.1,-17.3,-1.0,-6.0
O=C1NC(=O)C(=Cc2cn(-c3ccccc3)nc2-c2cccc([N+](=O)[O-])c2)C(=O)N1,0.0,-2.2,-0.3,3.5
O=C(C1CCCO1)N1N=C(c2cccs2)CC1c1ccc(F)cc1 (stereo not given),0.2,14.0,1.7,5.3
COc1cc(OC)cc(C(=O)N2CCN(C3CCN(Cc4ccccc4)CC3)CC2)c1,-0.3,0.4,-2.8,58.5*
CCC(=O)Nc1c(-c2ccc(C)cc2)nc2cc(C)ccn12,0.1,-13.6,0.4,-9.7
COCCNC(=O)c1ccc2c(c1)N=C(C)c1cc(Cl)ccc1S2,0.0,57.4*,2.4,5.5
O=C(Nc1ccccc1C(F)(F)F)c1ccccc1Br,-0.1,1.6,0.3,-3.3
CCOC(=O)C1=NNC(C(=O)c2ccc(Cl)cc2)C1c1ccccc1 (stereo not given),0.4,5.4,-0.1,12.8
CCOC(=O)c1cc(CC)sc1NC(=O)c1ccc(Br)cc1,0.1,8.9,0.2,-3.0
COc1cccc(N2C[C@@H]3C[C@@H](c4cc(=O)c5ccccc5[nH]4)N4CCC[C@@]34C2=O)c1,0.4,9.8,-3.3,5.2
COc1ccc(/C=C(/NC(=O)c2ccccc2)C(=O)N(C)C)cc1,0.6,2.1,-0.4,-4.7
O=C(c1ccccc1)N1CCN(C(=O)c2nn3c(C(F)(F)F)cc(-c4ccccc4)nc3c2Cl)CC1,1.0,-6.7,1.2,3.2
Cc1ccc(C(=O)NCc2nc(-c3ccccc3)no2)cc1Cl,-0.1,6.8,0.4,-15.4
COc1ccc(N2C(=O)CC(Sc3nc4c(cc3C#N)CCCCCC4)C2=O)cc1 (stereo not given),-0.1,2.7,2.0,-3.6
COc1ccc(NC(=O)CSCC(=O)Nc2ccc(OC)c(OC)c2)cc1OC,-0.3,-3.2,-1.0,8.5
O=C(O)Cc1cc2ccccc2nc1C(=O)O,0.0,.,-1.5,8.7
Cc1ccc(-c2noc(C3CCNCC3)n2)cc1,0.1,-8.9,2.0,-3.4
O=C(NCc1cccc(C(F)(F)F)c1)c1cnc(-c2ccc(N3CCOCC3)nc2)s1,0.2,-0.7,1.3,-3.0
O=C(Nc1cccc(-c2nnc(-c3ccco3)o2)c1)c1ccccc1[N+](=O)[O-],0.2,3.5,-0.1,-4.1
O=C(Nc1ccc(F)cc1)N[C@H]1C[C@H]2C(=O)N[C@@H](CSCc3ccccc3)C(=O)N2C1,-0.1,4.0,0.5,0.2
COC(=O)C(NNc1ccccc1C)(NC(=O)c1ccc(Cl)cc1)C(F)(F)F (stereo not given),0.0,-4.7,0.3,1.5
COc1cc(NC(=O)CCCC(=O)OCC2CCCO2)nc(OC)n1 (stereo not given),-0.2,10.1,-0.1,-4.0
CCOC(=O)C(C#N)=C1SC2CS(=O)(=O)CC2S1 (stereo not given),0.1,3.6,-1.2,-10.9
CCN(CC(=O)N1CCc2ccccc2C1)S(=O)(=O)c1ccc2ccccc2c1,-0.3,-7.1,-0.8,-2.7
CC1Cc2ccccc2N1c1ncnc(N)c1[N+](=O)[O-] (stereo not given),-0.1,81.5*,-2.1,18.6
CCc1ccc(CN(C)c2nc3nonc3nc2NCCCOC)nc1,0.3,-0.9,-0.9,6.5
Cc1ccc(C)c(/C=C2\C(=O)N(C)c3ccccc32)c1,0.0,-11.9,-0.2,12.4
CCN(CC)c1nc(Nc2ccc3c(c2)OCO3)nc(N2CCCC2CO)n1 (stereo not given),0.3,6.1,-1.5,8.9
COc1ccccc1CN1CCN(Cc2nc(-c3ccccn3)no2)CC1,0.2,-11.1,-0.2,5.2
CC(=Nc1cc(N(C)C)nc2ccccc12)N(C)C,0.0,3.0,0.0,-16.3
COc1ccc(OC)c(NC(=O)c2sc(=S)n(-c3ccccc3)c2N)c1,0.2,-2.0,1.7,3.4
Nc1ccc(NS(=O)(=O)c2ccc(N)cc2)cc1,0.0,-8.6,0.3,3.6
CCOC(=O)c1c(NC(=O)CSc2nnc(CNC(=O)c3ccco3)n2C)sc2c1CCCCC2,0.1,-0.5,1.1,-13.8
CN(C(=O)Cn1c(=O)n(C)c2ncccc21)C1CCCCC1,0.8,-9.3,0.0,20.8
Cc1cc(C)c2[nH]c(=O)cc(C(=O)O)c2c1,0.1,3.0,1.6,2.9
CCc1cc(=O)n(CC(=O)Nc2ccc(F)cc2)c(-n2nc(C)cc2C)n1,-0.1,4.2,-0.9,-1.1
C/C(=N\NC(=O)C(C)Sc1ccccn1)c1ccccc1O (stereo not given),-0.1,7.1,0.1,-13.4
CCN(CC)c1ccc(/C=N/Nc2nnc(C)c(=O)[nH]2)cc1,-0.1,4.6,1.3,15.1
COC(=O)c1ccccc1C(=O)N1CCN(c2nc3ccc(SC)cc3s2)CC1,-0.1,46.9*,-1.0,5.0
COc1cc(OC)c([N+](=O)[O-])cc1CO,0.0,13.9,2.3,12.8
COc1ccc(/C=N/Nc2nnc3c(=O)[nH]c(=O)[nH]c3n2)cc1,-0.4,-2.8,0.1,-3.6
Cn1c(C(=O)O)c(CNCc2ccc3c(c2)OCO3)c2ccccc21,0.9,-2.1,0.1,3.7
CCC1Oc2nc3ccccc3cc2CN(Cc2cccs2)C1=O (stereo not given),0.2,7.7,-0.2,0.3
O=C(Nc1cccc2ccccc12)c1cccc(NC(=O)c2ccccc2Br)c1,0.0,-0.7,0.6,0.8
COc1cc(OC)c(NC(=O)c2cnccn2)cc1Cl,-0.1,5.7,-0.5,2.3
COc1ccccc1C(=O)Nc1c2c(nn1-c1ccc(Cl)cc1)CS(=O)(=O)C2,0.1,-2.0,-0.6,10.0
COc1ccc(N2C(=O)CC(Sc3n[nH]c(C)n3)C2=O)cc1 (stereo not given),0.1,0.2,0.7,-6.0
COCCn1c(=C(C#N)C#N)s/c(=C/c2cc(C)n(-c3ccc(Cl)cc3)c2C)c1=O,0.3,-0.1,3.2,4.2
CCCOc1ccc(/C=C2/NC(=S)N(C(C)=O)C2=O)cc1,-0.1,-2.3,1.9,-6.3
CC1(C)Cc2c(sc(NC(=O)c3ccccc3)c2C(N)=S)CO1,-0.1,-63.8,-0.8,-4.0
COc1cc2c(=O)nc3n(c2cc1OC)CC(O)=C3c1nc2ccccc2s1,0.5,12.0,-1.0,12.8
CC(=O)Nc1cc(C(=O)OCc2cccc([N+](=O)[O-])c2)ccc1C,0.1,8.2,1.5,13.0
CC(C)OCCCNCC(O)COc1ccccc1 (stereo not given),0.2,2.0,4.0,24.3
COCC(=O)Nc1cccc(C(F)(F)F)c1,-0.1,0.5,0.3,-4.5
CC(O)/C(=N/O)C12CC3CC(CC(C3)C1)C2 (stereo not given),0.9,2.4,2.2,3.2
CCN1CCN(c2ncnc3c2c(-c2ccccc2)cn3-c2cccc(C(F)(F)F)c2)CC1,0.0,-2.9,1.5,11.1
OCCC#Cc1ccc(CN2CCN(CC3CCCCC3)C(CCO)C2)cc1 (stereo not given),-0.1,8.5,1.9,-7.1
COC(=O)CN1C(=S)N(c2ccc(F)cc2)C(=O)C1CC(=O)Nc1ccc(F)cc1 (stereo not given),0.1&0.1,6.7&6.4,-0.7&-0.8,7.9&15.6

# Additional records follow.
SMILES,FBW7 act,TEAD-YAP inh,GPR151 activ,MITF primary
O=C(COc1ccc(Cl)cc1Cl)NCCCCO,-0.2,-37.0,1.2,1.2
CC(=O)c1ccc(NS(=O)(=O)c2cccc(S(=O)(=O)c3ccc(Br)cc3)c2)cc1,0.1,-14.2,-1.9,1.4
CC(=O)N1CCC(N(C(=O)c2cccc(C(F)(F)F)c2)C2CC2)CC1,0.1,1.9,-1.0,-14.0
COc1ccc(/C=N/NC(=O)CNC(=O)c2ccccc2F)cc1OC,0.0,-30.1,2.2,14.4
CCOc1ccccc1Nc1nc(-c2cccs2)cs1,-0.1,-10.4,1.2,17.3
Cc1nc(-c2cccs2)c(CCC(=O)NCc2ccco2)s1,-0.2,2.3,0.2,2.1
CCCCNC(=O)Cn1c(=O)n(-c2cccc(C(F)(F)F)c2)c(=O)c2sccc21,0.1,-4.3,1.7,-11.8
Cc1cc(NCCO)n2nc(C)c(-c3cccs3)c2n1,0.1,-13.4,-0.4,9.9
Cc1c(NC(=O)c2c(N)sc3c2CCCC3)c(=O)n(-c2ccccc2)n1C,-0.3,3.5,-1.5,-8.7
Cc1cccc2c1-c1sc(C(=O)O)cc1CO2,-0.2,-6.5,-0.4,-4.4
O=C1NC(=O)/C(=C\c2c(OCc3ccc(C(=O)O)cc3)ccc3ccccc23)N1,0.0,7.3,1.4,6.7
CCC(=O)N1CCc2cc(S(=O)(=O)NC3CCCc4ccccc43)ccc21 (stereo not given),0.1,2.0,-0.3,-5.1
O=C(N/N=C/c1ccc[nH]1)c1ccccn1,-0.7,-47.0,-0.3,1.1
N#Cc1ccc(Cl)cc1NC(=O)COC(=O)c1ccc2c(c1)OCO2,0.2,15.0,1.2,0.7
O=C(CN1C(=O)NC2(CCOc3ccccc32)C1=O)Nc1ccc(N2CCCCC2)cc1 (stereo not given),-0.1,-7.2,4.3,5.9
CCOc1ccc(/C=C2/NC(=O)NC2=O)cc1OC,0.1,-11.7,-0.5,-15.1
O=C(CSc1nc2ccccc2o1)Nc1ccc(-c2nc3cc(NC(=O)CSc4nc5ccccc5o4)ccc3o2)cc1,0.1,9.0,-1.0,-3.3
O=C1c2ccccc2NC2(C(=O)N(Cc3cccc4ccccc34)c3ccccc32)N1c1ccccc1 (stereo not given),0.1,25.4,7.0*,3.9

# No enrichment for hits (roughly 3.4% active in at least one column).
